# Screening results (PubChem BioAssay)
# PLC-beta3 inh = blocks human PLC-beta3 enzyme activity; Purified PLC-beta3, fluorogenic substrate, fluorescence; AID 720704; 370,000 tested, 0.18% active; Q01970; inhibition, % at 12.2 µM; in the data active means inhibition above about 11%;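 further: 0% = median of compound wells on plate and 100% = full blocker control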
# ASAP1 GAP inh = ASAP1 ArfGAP inhibition; AID 624377; inhibition, % at 16.5 µM; 360,000 tested, 0.19% active; ASAP1-stimulated ARF1 GTP hydrolysis, GDP FP detection; Q9ULH1; in the data active means inhibition above about 25%;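 further: 0% = vehicle with enzyme and substrate and 100% = no enzyme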
# ADAM10 inh = ADAM10 inhibition, QFRET primary screen | inhibition, % at 7 µM | recombinant ADAM10, EDANS/DABCYL FRET peptide cleavage, 3 h | 370,000 tested, 0.62% active | AID 720582 | O14672;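 active means inhibition above a per-campaign cutoff equal to the mean of compounds falling between control-based bounds plus 3 SD, cut at about 20% in these data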;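 further: 0% = DMSO wells while the 100% control is not disclosed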
# TDP2 absorb = blocks human TDP2 phosphodiesterase activity; O95551; recombinant TDP2, T5PNP hydrolysis, p-nitrophenol absorbance 415 nm; inhibition, % at 12.8 µM; 370,000 tested, 0.34% active;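 active means inhibition above the mean of all tested compounds plus 3 SD, set per campaign, cut at about 25% in these data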;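 further: 0% = DMSO with enzyme and 100% = buffer with substrate but no TDP2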
#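 Assay system: recombinant human TDP2 / Reagent: T5PNP substrate at 5 mM, a TopII-DNA adduct mimic / Measured by: epi absorbance from released p-nitrophenol / Evaluation: % inhibition relative to enzyme-containing and enzyme-free wells / Control set: enzyme-free and DMSO wells / Replicates: each compound tested once, singlicate / Schedule: enzyme reaction with compound for 2 h at 37 °C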
# PLCg1 inh = PLC-gamma1 (human) inhibition, primary screen. 370,000 tested, 0.84% active. AID 720700. P19174. purified PLC-gamma1, fluorogenic substrate, fluorescence. inhibition, % at 12.2 µM; in the data active means inhibition above about 9.5%
# DDE Tn6 FP inh = DD(E)-Tn6 binding inhibition, primary FP screen | inhibition, % at 8.3 µM | 370,000 tested, 0.21% active | Fibrin DD(E) TRITC-Tn6 fluorescence polarization displacement;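 active means inhibition above a per-campaign cutoff: mean of compounds within control limits plus 3 SD, cut at about 15% in these data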;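 further: 0% = median of all compound wells on the plate and 100% = blocking peptide control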
# Target sequence (P02675 whole entry, looked up): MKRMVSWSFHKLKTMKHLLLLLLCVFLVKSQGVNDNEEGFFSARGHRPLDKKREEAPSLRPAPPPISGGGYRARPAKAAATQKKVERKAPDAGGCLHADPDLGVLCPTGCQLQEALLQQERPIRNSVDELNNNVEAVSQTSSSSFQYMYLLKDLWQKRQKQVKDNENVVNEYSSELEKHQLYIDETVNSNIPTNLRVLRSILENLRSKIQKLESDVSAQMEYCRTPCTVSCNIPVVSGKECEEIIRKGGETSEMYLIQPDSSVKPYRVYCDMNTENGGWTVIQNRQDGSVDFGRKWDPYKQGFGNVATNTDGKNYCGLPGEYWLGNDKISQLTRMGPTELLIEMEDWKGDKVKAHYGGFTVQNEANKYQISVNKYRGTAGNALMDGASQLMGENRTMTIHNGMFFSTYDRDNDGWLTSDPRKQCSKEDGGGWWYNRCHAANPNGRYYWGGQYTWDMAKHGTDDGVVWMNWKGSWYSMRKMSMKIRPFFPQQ
# ADAM17 inh = inhibitors of human ADAM17; P78536; recombinant ADAM17, EDANS/DABCYL FRET peptide cleavage; inhibition, % at 6.95 µM; 370,000 tested, 0.83% active; AID 720648;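 active means inhibition above the mean of compounds lying between control limits plus 3 SD, set per campaign, cut at about 8.5% in these data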;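 further: 0% = DMSO-only wells as the low control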
# Target sequence (P78536 215-824 limits assumed): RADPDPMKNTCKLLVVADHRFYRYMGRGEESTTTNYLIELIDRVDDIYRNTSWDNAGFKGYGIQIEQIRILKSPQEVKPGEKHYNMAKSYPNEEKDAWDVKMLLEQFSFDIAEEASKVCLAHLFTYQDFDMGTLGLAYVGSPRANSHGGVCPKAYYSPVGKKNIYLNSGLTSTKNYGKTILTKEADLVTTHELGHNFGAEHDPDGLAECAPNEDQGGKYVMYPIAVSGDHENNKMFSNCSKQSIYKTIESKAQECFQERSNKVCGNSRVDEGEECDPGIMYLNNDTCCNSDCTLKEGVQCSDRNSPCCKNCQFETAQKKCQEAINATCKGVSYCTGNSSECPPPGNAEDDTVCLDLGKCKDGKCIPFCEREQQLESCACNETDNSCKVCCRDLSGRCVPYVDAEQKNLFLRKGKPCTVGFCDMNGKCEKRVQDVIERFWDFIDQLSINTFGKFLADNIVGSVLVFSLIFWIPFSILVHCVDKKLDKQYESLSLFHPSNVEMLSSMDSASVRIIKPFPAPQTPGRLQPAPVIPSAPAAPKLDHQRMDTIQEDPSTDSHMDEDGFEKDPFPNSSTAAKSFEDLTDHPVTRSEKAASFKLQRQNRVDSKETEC
# SIAE inh = blocks human sialic acid acetylesterase. SIAE FP-Rh probe binding, fluorescence polarization. inhibition, % at 9.66 µM. 370,000 tested, 0.69% active. Q9HAT2;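 active means inhibition above a cutoff: mean of compounds within the control limits plus 3 SD of those, cut at about 17% in these data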;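 further: 0% = plate median of compound wells and 100% = probe without SIAE protein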
# DDE Tn7 FP inh = inhibitors of Tn7 peptide binding to human fibrin DD(E); P02675; FP displacement of FITC-Tn7 peptide from fibrin DD(E); 0% = median of compound wells per plate; inhibition, % at 8.3 µM; 370,000 tested, 0.13% active;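 active means inhibition above the mean of compounds falling within the control limits plus 3 SD of them, cut at about 14% in these data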;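 further: 0% = plate median of compound wells and 100% = 10 µM Aha-Tn7 peptide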
#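 Measure: % inhibition scaled between sample-field median and high-control FP; Test system: human fibrin DD(E); Quantity: 2 µM final DD(E) protein; Doses: one dose, 8.3 µM nominal; Schedule: compound with protein 10 min, then 3 h after probe, room temperature; Detection: fluorescence polarization; Medium: Tris buffer with calcium and detergent, pH 7.8.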
# ARFGAP1 inh = inhibits rat ARF GTPase activating protein 1; AID 651572; 360,000 tested, 0.26% active; Q62848; inhibition, % at 16.5 µM; Arfgap1-stimulated ARF1 GTP hydrolysis, GDP FP detection;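 active means inhibition above a per-plate limit, mean inhibition of low control wells plus 3 SD, cut at about 25% in these data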;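 further: 0% = DMSO wells with enzyme and 100% = wells lacking Arfgap1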
#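 Repeats: one replicate per compound; assay system: rat Arfgap1 catalytic domain, aa 1-136; times: enzyme reaction 120 min at 25 °C after 20 min preincubation; detection: FP of antibody-bound GDP Alexa 633 tracer, ex 620/em 688 nm; benchmarks: high control wells lacking Arfgap1, low control full reaction with DMSO; reagent: human ARF1(Δ1-17)-GTP substrate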
# An asterisk follows results filed as active; i = inactive; nt = not tested or not shown.
no.	canonical_smiles	PLC-beta3 inh	ASAP1 GAP inh	ADAM10 inh	TDP2 absorb	PLCg1 inh	DDE Tn6 FP inh	ADAM17 inh	SIAE inh	DDE Tn7 FP inh	ARFGAP1 inh
1	NS(=O)(=O)c1cccc(NC(=O)Cn2cnc3ccccc3c2=O)c1	3	-16	8	7	-2	0	-4	-1	0	6
2	COc1ccc(C2(C(=O)NCCCN3CCOCC3)CCOCC2)cc1	3	-10	3	-3	3	-1	-1	6	3	-14
3	CC1=C/C(=N\N=C2\NC(=O)C(CC(=O)Nc3ccccc3F)S2)CC(C)(C)C1 (stereo not drawn)	3	10	7	4	0	-2	3	-6	0	-6
4	O=C(Nc1cc(N2CCOCC2)ncn1)c1ccc(F)cc1	1	4	-1	4	4	-1	1	6	-2	6
5	O=C(O)CCC(=O)NCc1ccc(C(=O)O)cc1	0	-11	-5	-1	4	5	-5	-7	0	0
6	Nc1cc(-c2ccc(Cl)cc2)nn1-c1ccccc1	-2	1	4	6	3	-2	-4	0	-3	13
7	Cc1cccc(NC(=O)CN2C(=O)N/C(=C\c3ccc(-c4cccc(C(=O)O)c4)o3)C2=O)c1	-28	16	-27	12	-11	2	-9	2	4	-9
8	CCC(=O)N(CCc1ccccc1)Cc1cc2cccc(C)c2[nH]c1=O	-5	2	0	0	1	4	-2	-2	-9	-2
9	Cc1ccccc1C(=O)N1CCC(C(=O)N2CCCc3ccccc32)CC1	-7	7	0	-16	-2	6	-2	5	3	-4
10	CN(C)/C=C/c1c([N+](=O)[O-])c2ccc(O)cc2n1-c1ccccc1	-61	4	-17	-4	-36	3	-6	16	0	6
11	CC(C)CCN(C(=O)CCCSc1nc2ccccc2[nH]1)c1c(N)n(Cc2ccccc2)c(=O)[nH]c1=O	-3	4	-42	17	-9	-2	-15	4	6	-5
12	Cc1sc2ncnc(N3CCCCC3)c2c1C	1	5	4	-9	2	-3	-2	4	4	1

# Compound profiles (already shown). Order of screens: PLC-beta3 inh	ASAP1 GAP inh	ADAM10 inh	TDP2 absorb	PLCg1 inh	DDE Tn6 FP inh	ADAM17 inh	SIAE inh	DDE Tn7 FP inh	ARFGAP1 inh
# Profile of `CC(C)CCN(C(=O)CCCSc1nc2ccccc2[nH]1)c1c(N)n(Cc2ccccc2)c(=O)[nH]c1=O` = -3	4	-42	17	-9	-2	-15	4	6	-5
# Profile of `Cc1ccccc1C(=O)N1CCC(C(=O)N2CCCc3ccccc32)CC1` = -7	7	0	-16	-2	6	-2	5	3	-4

# (further entries)
no.	canonical_smiles	PLC-beta3 inh	ASAP1 GAP inh	ADAM10 inh	TDP2 absorb	PLCg1 inh	DDE Tn6 FP inh	ADAM17 inh	SIAE inh	DDE Tn7 FP inh	ARFGAP1 inh
13	Cc1cccc(OC(C)C(=O)N/N=C\c2ccncc2)c1 (stereo not drawn)	-7	5	-5	-4	-2	0	-8	-8	4	8
14	Cn1c(OCc2ccc3c(c2)OCO3)nc2c1c(=O)n(Cc1cccc(Cl)c1)c(=O)n2C	-1	-1	-5	-9	0	-1	0	-1	0	-3
15	CC(C)C(=O)N1CCN(c2c(Cl)cccc2[N+](=O)[O-])CC1	-2	5	-8	9	-1	-6	-4	2	7	-6
16	COc1cc(Cl)c(C)cc1NC(=O)c1cccc(OC)c1OC	-4	0	-6	-9	0	-3	0	-6	-8	7
17	Cc1c(C(=O)NCCN2CCOCC2)oc2ccc(Br)cc12	-6	10	-6	3	1	0	-5	-5	2	6
18	CCC1(c2ccc(F)cc2)NC(=O)N(CC(=O)Nc2cccnc2Cl)C1=O (stereo not drawn)	-5	-17	-5	7	-3	1	-2	0	10	-7
19	COc1nc(OC)nc(N2CCC(NC(=O)C(Cc3ccc(C(C)C)cc3)NC(C)=O)CC2)n1 (stereo not drawn)	-21	1	-5	11	-2	0	-6	4	4	-3
20	O=C(c1ccccc1)C1CCN(C(=O)c2c(F)cccc2F)CC1	-1	-2	-1	7	2	-1	1	-2	-1	0
21	C=CCNC(=O)c1onc(CSc2ccc(Cl)cc2)c1C(=O)O	-4	-9	-1	3	-1	7	-1	-2	11	-8
22	COCCNC(=S)N1CCOCC1	2	7	-4	-6	1	4	0	4	2	7
23	O=C(CCn1c(=O)oc2ccccc21)NCCCN1CCN(c2ccc(F)cc2)CC1	2	-3	6	3	-1	-6	2	0	5	2
24	O=C(Nc1cccc2ncccc12)c1ccc([N+](=O)[O-])o1	2	7	3	-6	2	2	1	3	-10	0
25	Cn1nc(CC(=O)NCc2cccc3ccccc23)c2ccccc2c1=O	0	6	2	-8	-3	7	0	-1	-3	2
26	CCNc1nc(NCC)nc(SCCOC(=O)c2ccccc2)n1	1	7	2	-1	3	-2	0	-2	2	-6
27	CCOC(=O)N1CCN(C(=O)c2ccc(Cl)c(NC(=O)c3cccs3)c2)CC1	-7	7	-12	7	-6	5	-3	0	11	-2
28	COc1cccc(OCc2cc(C(=O)N(C)C3CCCCC3)no2)c1	0	7	-5	2	-3	0	0	12	0	-5
29	COc1ccc(NC(=O)Nc2ccc(C)cc2OC(F)F)cc1OC	3	9	-7	2	2	2	0	7	-2	-6
30	CCN(CC)CCN(Cc1cc2cc3c(cc2[nH]c1=O)OCCO3)C(=S)NCCOC	-95	13	-406	8	-79	1	-98	3	-8	5
31	NC(=O)c1ccc(NC(=O)CN2CCN(Cc3ccccc3)CC2)cc1	-5	-9	4	-2	-1	-6	-10	0	3	9
32	CC(C)C(=O)Nc1ccc(NC(=O)c2cccc3c(Br)cccc23)cc1	-4	3	2	13	3	7	0	-3	-4	-5
33	CC1CN(Cc2cn(C)nc2-c2ccc(Oc3ccccc3)cc2)CCN1C (stereo not drawn)	-3	8	5	-11	1	2	1	3	-1	14
34	CCOc1ccc(NS(=O)(=O)c2ccc(C(=O)NCC3(N4CCCCC4)CCCCC3)cc2)cc1	-3	-7	-3	16	2	2	2	-4	-3	13
35	COc1cc(C(=O)N=c2sccn2C)c([N+](=O)[O-])cc1OC	-7	-2	-16	-6	-5	5	-4	4	3	-7
36	CC(C)c1nnc(NC(=O)CSc2ncn[nH]2)s1	2	0	7	4	0	-2	-3	4	0	0
37	CC1CCN(CC(CS(=O)(=O)c2ccc([N+](=O)[O-])cc2)N2CCC(C)CC2)CC1 (stereo not drawn)	11*	-1	11	-7	5	4	-1	12	7	2
38	O=C(N1CCOCC1)N1CC[C@H]2[C@H](CCCN2Cc2cc(F)cc(F)c2)C1	4	nt	3	-11	5	6	0	-1	-4	nt
39	C=CCn1nc2ccccc2c1OCCO	-13	-3	-27	5	-7	1	-10	5	3	-9
40	CCOC(=O)c1ccc(NC2c3ccccc3C(=O)N2c2ccccn2)cc1 (stereo not drawn)	1	-2	-8	1	1	-4	1	-5	-3	0
41	Cc1ccc(C)c(CNS(=O)(=O)c2c(C(=O)N3CCCC3)c(C)n(C)c2C)c1	-3	4	-2	4	-1	-4	-1	6	-7	1
42	CCOc1ccc(C(=O)NC(C)(C)CC)cc1	4	8	0	-4	2	-2	3	1	7	-10
43	CN(c1ccccc1N(C)S(=O)(=O)c1ccccc1)S(=O)(=O)c1ccccc1	-2	4	-4	-1	-1	-4	-4	-6	-2	6
44	C=C(C)CNC(=O)CCc1nnc(C2(c3ccc(Cl)cc3)CCC2)o1	3	2	7	1	3	-2	-1	5	-1	0
45	O=C1CC(c2ccccc2)Sc2nc3ccccc3n21 (stereo not drawn)	-5	5	1	-8	2	1	0	-10	3	5
46	O=C(O)CN1C(=O)/C(=C\c2cccc(OCc3ccc(Cl)cc3)c2)SC1=S	-16	-9	0	5	-5	2	2	-7	-2	-13
47	CC(=O)N1CCN(CC(=O)Nc2ccccc2C(=O)NCc2ccc(C)cc2)CC1	-5	18	2	14	-2	-2	-1	-5	0	5
48	O=C(Nn1cnnc1)c1csc2ccccc12	4	-4	8	2	0	-4	-2	-2	-8	14
49	NNC(=O)CN1C(CN2CCOCC2)=Nc2ccc(Br)cc2C1c1ccccc1 (stereo not drawn)	-2	19	-3	-2	2	4	1	-1	0	0
50	Cc1ccc2c(CC(=O)N3CCN(S(=O)(=O)c4ccc5c(c4)OCCO5)CC3)coc2c1	0	0	-1	8	1	2	-3	-1	5	2
51	C1=C(c2ccc(-c3ccccc3)cc2)Nc2ncnn2C1c1ccco1 (stereo not drawn)	-467	15	i	7	-407	5	-217	-12	0	-2
52	CCc1ccccc1Nc1ncnc2ccccc12	-8	-1	-6	1	1	3	1	9	-3	2
53	CC(=O)c1cccc(NC(=O)c2cc3nc(C)cc(C)n3n2)c1	-45	0	-56	7	-38	6	-23	3	-2	-4
54	Cc1nc(-c2cccc(S(=O)(=O)N3CC(C)CC(C)C3)c2)cs1 (stereo not drawn)	0	-11	-4	6	1	0	-7	-2	0	26*
55	C[C@@H]1CN([C@@H](C)CO)C(=O)c2cc(NC(=O)C3CCCCC3)ccc2O[C@@H](C)CCCCO[C@@H]1CN(C)Cc1ccncc1	-5	0	-13	7	-3	2	-6	6	-9	-3
56	CN(C)c1ccc(CNC(=O)CCc2ccc(S(=O)(=O)N3CCCCCC3)cc2)cc1	-7	10	-8	-1	-5	-8	-1	6	5	-4
57	CN(C)CCNC(=O)Nc1ccc(F)cc1F	0	3	-6	5	2	-8	-3	1	-2	11
58	Cn1nc(SCc2ccccc2)c(=O)[nH]c1=O	4	-16	6	-7	-1	-6	3	4	4	-1
59	CCCCCCCCN1C(=O)[C@H](CC(=O)NCCC(C)C)C[C@@]2(C(=O)OC)CC(C)(C)CC=C12	4	1	9	-4	4	7	1	-2	4	3
60	CCN(CC)C(=O)CN1CCN(c2ccccc2F)CC1	4	-13	0	16	-2	3	-2	3	-6	3
61	O=C(Cn1ccnc1)c1ccc(Cl)cc1	-7	-4	-1	2	1	5	-1	11	4	-8
62	Cc1cc(C)c(S(C)(=O)=O)c(Oc2ccc(C(C)(C)C)cc2)n1	0	-2	2	-4	0	2	0	5	-4	10
63	COC(=O)C1=NN[C@H](C(=O)OC)[C@H]1c1ccccc1	1	0	-11	5	-1	-1	-4	6	3	-4
64	Cc1c(C(=O)N2CCCCCC2)c(S(=O)(=O)Nc2cccc(F)c2)c(C)n1C	-4	1	2	6	3	0	-2	7	0	4
65	Cc1ccccc1NC(=O)Cn1nnc(C(=O)NCc2ccco2)c1N	0	-10	1	7	-1	3	-4	0	5	-5
66	CC(=O)Oc1ccc(C(=O)[C@H]2[C@H]3C(=O)N(c4ccc(C)cc4)C(=O)[C@H]3[C@@H]3C=CC=NN32)cc1	-20	-6	-6	4	-22	-5	-3	4	4	2
67	COc1cccc(Cn2cc(-c3cccc(C(F)(F)F)c3)nn2)c1	0	-3	17	-2	3	6	8	-2	-3	5
68	Cc1ccc(S(=O)(=O)NCC(=O)NCC(=O)OCC(=O)N2CC(=O)Nc3ccccc32)cc1C	2	5	12	-4	-1	-1	-1	-5	4	12
